Screens as filed in PubChem BioAssay.
LDHA inh: LDHA (human) enzyme inhibition | AID 1347041 | activity change, % (values are at about 110 or 230 µM) | P00338 | purified LDHA, NADH/diaphorase-resazurin fluorescence; stronger effect = lower value | actives 0.15% (n = 480,000); in the data active = activity change below about -30%; inconclusive = mostly about -25% to -30%;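 also: plate controls were DMSO wells for no effect and wells without enzyme for full effect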
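Resorufin fluorescence (ex540/em590), read at 0 and 20 min after diaphorase/resazurin addition, reports the NADH left after a 5 min room-temperature reaction of 2 nM human LDH5 with 0.06 mM NADH and 0.2 mM pyruvate.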
Pol kappa inh: inhibitors of human DNA polymerase kappa. actives 0.53% (n = 400,000). purified Pol kappa, fluorescent DNA synthesis assay, 10 min. Q9UBT6. AID 588579. Potency, µM (series often up to 107 µM), inactives show at the highest dose activity, negative = inhibition, actives largely listed as inhibitors; also: potency is read from the fitted curve at half-maximal effect; % is scaled to controls: 0 for no effect and ±100 for the full control effect
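Enzyme at 10 nM met test compounds for 15 min at room temperature. Substrate addition (50 nM final) began the reaction, which was monitored by fluorescence at 0 and 10 min.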
BLM inh: blocks DNA unwinding by human BLM helicase | recombinant BLM DNA unwinding, fluorescence dequenching | Potency, µM (doses to about 56.1 µM), without a hit: at the top dose activity change, negative = inhibition, usual class: inhibitors | actives 0.2% (n = 350,000);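 also: potency is read from the fitted curve at half-maximal effect; plate controls were vehicle for no effect and no enzyme for full effect; nearly all actives have a fitted effect of over 35% in size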
Pol iota inh: blocks human DNA polymerase iota activity; Q9UNA4; actives 1% (n = 390,000); Potency, µM (series often up to 115 µM), inactives show top-dose activity, negative = inhibition, hits mostly inhibitors; Pol iota fluorescent replication assay, 10 min; also: potency is read from the fitted curve at half-maximal effect
Target sequence (Q9UNA4 whole entry, looked up): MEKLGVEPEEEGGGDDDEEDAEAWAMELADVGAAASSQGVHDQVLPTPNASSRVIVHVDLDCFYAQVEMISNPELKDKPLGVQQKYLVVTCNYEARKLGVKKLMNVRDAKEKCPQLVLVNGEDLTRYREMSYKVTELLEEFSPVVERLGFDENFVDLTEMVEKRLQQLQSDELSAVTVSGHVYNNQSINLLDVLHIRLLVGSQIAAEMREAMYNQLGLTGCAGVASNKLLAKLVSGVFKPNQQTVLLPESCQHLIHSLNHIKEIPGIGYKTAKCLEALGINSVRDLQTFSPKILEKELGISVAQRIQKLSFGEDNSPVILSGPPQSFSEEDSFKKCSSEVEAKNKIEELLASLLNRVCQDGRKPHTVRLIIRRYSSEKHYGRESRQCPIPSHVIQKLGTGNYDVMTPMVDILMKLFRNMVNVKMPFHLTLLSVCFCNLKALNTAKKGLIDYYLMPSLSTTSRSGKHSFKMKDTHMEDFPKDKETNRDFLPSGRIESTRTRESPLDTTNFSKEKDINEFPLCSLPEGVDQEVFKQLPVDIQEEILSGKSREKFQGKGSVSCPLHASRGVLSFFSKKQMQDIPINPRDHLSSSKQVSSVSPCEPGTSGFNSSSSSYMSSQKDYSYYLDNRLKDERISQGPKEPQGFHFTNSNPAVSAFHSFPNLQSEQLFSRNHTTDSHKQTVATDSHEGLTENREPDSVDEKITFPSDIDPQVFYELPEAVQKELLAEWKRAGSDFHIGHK
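Fluorescent replication assay read twice, at 0 min and 10 min after adding 50 nM (final) substrate. Enzyme (10 nM) and compounds were first incubated 15 min at room temperature; enzyme-free buffer wells were negative controls.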
APE1 inh: blocks human APE1 abasic DNA cleavage; recombinant APE1, TAMRA/BHQ-2 abasic DNA cleavage fluorescence; actives 0.35% (n = 350,000); P27695; Potency, µM (series often up to 65.8 µM), for inactives: at the top dose activity change, negative = inhibition, actives largely listed as inhibitors; AID 2517;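 also: potency is read from the fitted curve at half-maximal effect; plate controls were vehicle for no effect and reference inhibitor for full effect; nearly all actives have a fitted effect of over 55% in size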
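Measures dequenching upon AP-site incision of a 5'-TAMRA/3'-BHQ-2 THF-containing duplex, 50 nM; human APE1 0.75 nM after 15 min room-temperature exposure to compound; kinetic three-point read at one-minute spacing.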
Glioma ERSR ind: induces the endoplasmic reticulum stress response in human glioma cells; U87-MG GRP78 promoter luciferase reporter, 16 h; Potency, µM, for inactives: at the highest dose activation, most hits filed as activators; actives 0.02% (n = 420,000); AID 602332; also: potency is read from the fitted curve at half-maximal effect; series mostly up to about 76 µM; % of control where 0% means no effect; nearly all actives have a fitted effect of over 35% in size
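ERSR induction read as luciferase luminescence (Bright-Glo, 10 min at room temperature) in stably transfected human U87-MG glioma cells exposed to compounds for 16 h, using GRP78 as sensor.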
POLH inh: inhibitors of human DNA polymerase eta; actives 1.2% (n = 390,000); Q9Y253; Potency, µM (titrated, usually from 114 µM), inactives show top-dose activity change, negative = inhibition, hits mostly inhibitors; recombinant Pol eta, fluorescent DNA replication assay; AID 588591; also: potency is read from the fitted curve at half-maximal effect; % is scaled to controls: 0 for no effect and ±100 for the full control effect
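Pol eta at 10 nM preincubated with compounds 15 min at room temperature; reaction started with fluorescent substrate (50 nM final) and read kinetically at 0 and 10 min.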
Pol beta inh: blocks human DNA polymerase beta activity | Pol beta primer extension/strand displacement, fluorescence kinetic | Potency, µM (titrated, usually from 114 µM), for inactives: at the highest dose activity change, negative = inhibition, hits mostly inhibitors | actives 1.3% (n = 340,000) | P06746; also: potency is read from the fitted curve at half-maximal effect; % is scaled to controls: 0 for no effect and ±100 for the full control effect
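Preincubation: enzyme (10 nM) with compound, 15 min, RT. Reaction: substrate added to 50 nM final. Reads: 0 and 10 min. Analysis: normalized, Hill fit.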
Apoferritin bind: binds horse apoferritin like a general anesthetic; AID 485281; actives 0.074% (n = 350,000); apoferritin/1-aminoanthracene competitive binding, fluorescence; P02791; Potency, µM (top dose mostly 77.5 µM), for inactives: at the top dose activity change, negative = displacement, actives largely listed as inhibitors; also: potency is read from the fitted curve at half-maximal effect; % is scaled to controls: 0 for no effect and ±100 for the full control effect; nearly all actives have a fitted effect of over 20% in size
Target sequence (P02791 2-175 limits assumed): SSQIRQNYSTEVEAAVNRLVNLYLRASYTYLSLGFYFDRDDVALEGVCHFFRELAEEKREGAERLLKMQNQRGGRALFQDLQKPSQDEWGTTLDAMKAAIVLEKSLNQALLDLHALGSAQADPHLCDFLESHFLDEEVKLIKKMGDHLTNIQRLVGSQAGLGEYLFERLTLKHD
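Steps: apoferritin (10 uM) was premixed with half-saturated 1-AMA in PBS, compounds were pin-transferred, plates stood 10 min at room temperature, fluorescence was read at 380/535 nm, and curves were fitted with a Hill equation.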
Numbers without * were called inactive; ? = inconclusive; / = no result given; & = joins results of further samples; [ ] = another dose, or the depositor's remark. Unless noted, calls follow the shape of the dose curve; as a rule, active = well fitted curve in the direction sought with a large enough effect; inconclusive = small, poorly fitted or top-dose-only effect, or another doubt; inactive = no such curve, though single readings can be large; an effect the other way counts as inactive or inconclusive. An excerpt (hit frequency here may not be typical).

SMILES | LDHA inh | Pol kappa inh | BLM inh | Pol iota inh | APE1 inh | Glioma ERSR ind | POLH inh | Pol beta inh | Apoferritin bind
CCCOc1ccc(C(=O)Nc2ccc3nn(-c4ccc(OC)c(Cl)c4)nc3c2)cc1 | 0 | 8% | -2% | 13% | / | / | / | 0% | 9%
O=C(NN1C(=O)CSC1=S)C(=O)NN1C(=O)CSC1=S | -5 | ? | 87%[activator] | ? | 2.2µM* | 2% | 28µM* | 1.8µM* | -1%
Cc1ccc2nc(SCC(=O)N3c4ccccc4CC3C)c(C)cc2c1 (stereo unspecified) | -8 | -8% | 4% | 6% | 3% | -6% | -1% | -15% | -4%
CCCNC(=O)COC(=O)CCC(=O)c1cccs1 | -2 | 1% | 0% | 49%[activator] | 2% | 1% | -12% | 20% | -4%
CCCCn1c(N)c(N(CCOC)C(=O)COC(=O)COc2c(C)cccc2C)c(=O)[nH]c1=O | -4 | -3% | / | 31%[activator] | 18% | 0% | -7% | / | /
C/C(=C1/SC(N2CCOCC2)=NC1=O)c1ccc(Br)cc1 | -5 | -9% | 2% | 3% | 0% | 4% | -9% | -29% | -13%
CC(C)(C)OC(=O)N1CCC(C(=O)Nc2cccc(C(=O)NCCCCc3ccccc3)c2)CC1 | -5 | -1% | / | -9% | / | -2% | 5% | / | /
CC(C)N(Cc1nc(-c2ccccc2)no1)C(=O)C(C)(C)C | -8 | -6% | -2% | 16% | -2% | 0% | -8% | -1% | ?
CC1(C)OC(=O)C2(Cc3ccccc3N3CCCC32)C(=O)O1 (stereo unspecified) | 6 | ? | / | 79µM* | / | -1% | / | / | /
CC(NC(=O)c1ccco1)C(=O)NC(C)c1cc(F)c(Cl)cc1Cl (stereo unspecified) | -1 | 0% | 3% | -11% | -9% | -1% | -11% | 43% | -2%
COc1ccc(OC)c(NC(=O)N[C@H](Cc2ccccc2)C(=O)NN)c1 | -6 | -12% | -2% | 147%[activator] | 10% | -4% | -2% | ? | 1%
Cc1c(S(=O)(=O)N2CCN(c3cccc(C(F)(F)F)c3)CC2)c(=O)n(C)c(=O)n1C | -2 | -3% | -2% | -36% | 6% | -4% | 4% | -4% | 19%
COc1cc2c(c(OC)c1OC)C(c1ccccc1C)CC(=O)O2 (stereo unspecified) | 1 | ? | -4%[75.6 µM] | 24% | 3%&-11% | -1%&-3% | -17% | / | 0%[110 µM]
COc1ccc(OC)c(S(=O)(=O)Nc2c(C)nn(C)c2C)c1 | -12 | -3% | / | 20% | 8% | -6% | 1% | / | /
NC(=O)CSc1nnc(-c2cnccn2)n1Cc1ccco1 | -5 | 6% | 1% | 17% | -1% | -1% | -16% | 14% | -9%
COC(=O)c1sccc1NC(=O)Nc1cccc(Cl)c1Cl | -2 | -19% | 1% | ? | -1% | 1% | 7% | 8% | -3%
Cc1nc2ccccc2cc1OCc1ccccc1 | 0 | -19% | -5% | 9% | -10% | 3% | -9% | 3% | -11%
O=C(c1cccs1)N1CCN=C1SCc1ccc(F)cc1 | -10 | -5% | -2% | 59%[activator] | -7% | 1% | 1% | -1% | -6%
CCC(Cc1ccccc1)NC(=O)C1CCC(CNc2c(N3CCCC3)c(=O)c2=O)CC1 (stereo unspecified) | -10 | -4% | 3% | -26% | -1% | -1% | -5% | -3% | -2%
COC(=O)c1ccc(COc2ccc(Cl)cc2)o1 | -8 | -3% | -10% | ? | 12% | -1% | -2% | -12% | 7%
CCOc1ccc(CN(C)CC(=O)Nc2ccccc2C(=O)NC2CC2)cc1 | -2 | -1% | / | 15% | 13% | -2% | -22% | / | /
Cc1cc(C)nc(N2CCCC(C(=O)Nc3cc(F)ccc3C)C2)n1 (stereo unspecified) | -9 | -11% | -1% | 12% | -14% | -3% | -10% | 0% | -6%
CC(N=C1NS(=O)(=O)c2ccccc21)C(=O)NCc1ccc2c(c1)OCO2 (stereo unspecified) | -6 | -9% | -5% | 3% | -5% | -3% | -11% | 5% | -16%
C=CCOc1c(Cl)cc(/C=N/O)cc1OC | 5 | -5% | -2% | ? | -5% | -3% | -7% | -13% | ?
CC1=C(C(=O)Nc2ccccc2F)C(c2ccsc2)C2=C(CC(C)(C)CC2=O)N1 (stereo unspecified) | -3 | -2% | -3% | -3% | -1% | -3% | -13% | -6% | 2%
O=C(NCc1ccc(Cl)cc1)c1cc(-c2cccs2)on1 | -7 | 4% | -1% | 36%[activator] | -2% | 7% | -13% | 2% | -23%
CCCN(CC(=O)Nc1ccc(F)c(F)c1F)C(=O)CN1C(=O)NC2(CCCCC2)C1=O | -4 | -3% | / | 47% | / | 0% | -14% | / | /
Cc1ccc(-c2c(C#N)c(N)nc3c2CCCC3)s1 | -7 | -13% | 1% | ? | 3% | -4% | -2% | -7% | 1%
O=C(Cn1cnc2ccccc21)Nc1cccc(S(=O)(=O)N2CCCC2)c1 | -1 | -6% | / | -11% | 5% | 1% | -5% | / | /
Cc1nn(C(C)C(=O)NCc2ccc(Cl)cc2)c(=O)c2cc3occc3n12 (stereo unspecified) | -15 | -10% | 0% | 3% | -12% | -5% | -3% | 50% | -8%
CC(C)OP(=O)(c1ccc(N(C)C)cc1)C(O)c1cccnc1 (stereo unspecified) | -7 | -18% | -6% | -22% | -1% | -6% | -5% | -11% | 3%
CCCOc1ccc2c3c(c(=O)oc2c1)CCCC3 | -7 | -5% | 1% | 8% | 15% | -2% | -14% | 33% | -2%
COc1cc(OC)c(NC(=O)N2CCSc3ccccc32)cc1Cl | 1 | -10% | -6% | -14% | / | -5% | ? | 0% | 94%[activator]
COc1ccc(C(=O)COC(=O)CNC(=O)c2ccc(Cl)cc2Cl)c(OC)c1 | -5 | ? | / | ? | -30% | -5% | ? | / | /
CCCN1C(=O)C(NC(C)=O)c2ccccc21 (stereo unspecified) | -4 | -17% | 1% | 14% | 0% | -1% | -6% | -25% | -4%
COc1cc(CNc2ccc(O)cc2)cc(Br)c1OCc1ccccc1F | 32 | -36% | ? | 28µM* | 0% | -1% | -17% | -29% | -18%
Cc1ccc(C2N(c3ccccc3)C(=O)N3CCCN23)cc1 (stereo unspecified) | -5 | -12% | -5% | -11% | 16% | -1% | -6% | 65% | 0%
COc1cccc(NC(=O)c2ccccc2-c2ccccc2)c1 | -3 | -5% | -6% | 7% | -3% | -1% | -6% | -6% | -23%
NS(=O)(=O)c1ccc(CCNC(=O)C2CCC(CNS(=O)(=O)c3ccc(Br)s3)CC2)cc1 (stereo unspecified) | -11 | -5% | -12% | 45%[activator] | 22% | -7% | -8% | 12% | 0%
O=C(c1cccnc1)n1nc(NCc2ccccc2)nc1NCc1ccccc1 | 1 | -22% | -8% | 36%[activator] | 2% | 7% | -14% | -17% | ?

Exported with values under each structure: entries from further up.
Below each SMILES – LDHA inh	Pol kappa inh	BLM inh	Pol iota inh	APE1 inh	Glioma ERSR ind	POLH inh	Pol beta inh	Apoferritin bind
COc1ccc(C(=O)COC(=O)CNC(=O)c2ccc(Cl)cc2Cl)c(OC)c1
 : -5	?	/	?	-30%	-5%	?	/	/
CCCN1C(=O)C(NC(C)=O)c2ccccc21 (stereo unspecified)
 : -4	-17%	1%	14%	0%	-1%	-6%	-25%	-4%
COc1cc(CNc2ccc(O)cc2)cc(Br)c1OCc1ccccc1F
 : 32	-36%	?	28µM*	0%	-1%	-17%	-29%	-18%
Cc1ccc(C2N(c3ccccc3)C(=O)N3CCCN23)cc1 (stereo unspecified)
 : -5	-12%	-5%	-11%	16%	-1%	-6%	65%	0%
COc1cccc(NC(=O)c2ccccc2-c2ccccc2)c1
 : -3	-5%	-6%	7%	-3%	-1%	-6%	-6%	-23%
NS(=O)(=O)c1ccc(CCNC(=O)C2CCC(CNS(=O)(=O)c3ccc(Br)s3)CC2)cc1 (stereo unspecified)
 : -11	-5%	-12%	45%[activator]	22%	-7%	-8%	12%	0%

Next results.
SMILES | LDHA inh | Pol kappa inh | BLM inh | Pol iota inh | APE1 inh | Glioma ERSR ind | POLH inh | Pol beta inh | Apoferritin bind
Cc1ccc(C)c(NC(=O)CN2C(=O)C3(SCC(=O)N3c3ccc(C)c(C)c3)c3ccccc32)c1 (stereo unspecified) | -1 | -5% | -1% | -8% | / | -2% | -12% | 3% | ?
CCN(C(=O)COC(=O)c1cc(NS(=O)(=O)c2ccc(Cl)c([N+](=O)[O-])c2)ccc1O)C1CCCCC1 | -2 | -3% | -8% | 17% | -4% | 4% | -22% | 2% | -5%
CCN(C(=O)CSc1nnc(-c2ccco2)n1C)c1c(N)n(Cc2ccccc2)c(=O)[nH]c1=O | -13 | -12% | / | 2% | 0% | -3% | -27% | / | /
COc1ccc(Cc2nnc(NC(=O)Cc3cccs3)s2)cc1 | -7 | 14µM* | -1% | 4.5µM* | -6% | -5% | 1µM* | 2µM* | ?
CCOc1cc(C(=O)N(Cc2ccccc2)c2ccc(C)cc2)ccc1OCC(=O)N1CCOCC1 | 0 | 8% | / | -21% | / | -3% | -16% | / | /
CCOc1ccccc1N1CCN(C(=O)c2csc(C)c2CC)CC1 | -1 | -15% | -4% | 44%[activator] | -1% | -4% | -23% | 1% | -17%
O=C(O)c1ccc(S(=O)(=O)NC2CCCCCC2)cc1 | -3 | -23% | 2% | ? | 25% | -3% | -15% | -7% | 8%
Cc1ccc(NC(=O)CN(C)C(=O)CNC(=O)c2ccc3c(c2)OCO3)cc1 | -4&-1 | -9% | / | 15% | 28% | -1% | 2% | / | /
COc1cc(C(=O)NCC(c2ccco2)N2CCCC2)ccc1OCc1ccc(Cl)cc1Cl (stereo unspecified) | 2 | 4% | / | 16% | / | -6% | -17% | / | /
CC1=C(CC(=O)O)c2cc(F)ccc2/C1=C\c1ccc(S(C)(=O)=O)cc1 | / | -3%[60.1 µM] | / | 0%[58.9 µM] | -4% | -2% | -4%[57.1 µM] | 2%[57.1 µM] | /
Cc1ccc(-c2nc3ccccc3c(=O)n2CCCN2CCOCC2)cc1 | -21 | -2% | 5% | 5% | 18% | -1% | -3% | -23% | -3%
